Compound activity as filed in PubChem BioAssay.
esBAF inh: SWI/SNF esBAF complex inhibition. mouse ES cells, Bmi1-luciferase knock-in reporter, 24 h; 100% = twice the neutral-well signal. reporter increase, % at 12.5 µM. 350,000 compounds, 2% hits; in the data active means activation above about 40%;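 further: 0% = median of the plate's neutral control wells and 100% = double that signal; a rise in the Bmi1 reporter signal indicates esBAF inhibition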
* hit, by the source's call. An excerpt; count on the stated rates, not on these rows.

SMILES	esBAF inh
COc1ccc(N2CCN(C(=O)CCCC3=NS(=O)(=O)c4ccccc4N3)CC2)cc1	4
COc1ccc(OCCOC(=O)c2ccc(-n3cnnn3)cc2)cc1	-4
CCOc1ccccc1N(CC(=O)NC1CCCC1)C(=O)CCCC(=O)Nc1ccccn1	-6
Cn1nnc(NCc2cc(Br)ccc2OCc2cccs2)n1	-4
Cc1ccc(-n2nnnc2SCCNS(=O)(=O)c2ccccc2)cc1C	10
Cc1ccnc(N2C(=O)C3C4CC(C(Br)C4Br)C3C2=O)c1 (centres undefined)	6
Cc1cc(C)c(C(=O)c2ccc(C(=O)N(C(C)C)C(C)C)cc2)c(C)c1	2
Cc1ccc(-n2ncc3c(=O)n(CC(=O)N4CCCc5ccccc54)cnc32)cc1C	29
COCCn1c(=N)c(C(=O)NCCc2ccccc2)cc2c(=O)n3cccc(C)c3nc21	-3
Cc1ccc(S(=O)(=O)N2CCN(C(=O)CC3CCCC3)CC2)cc1	-5
N=C1CCC(=N)c2c1c(O)c1ccccc1c2O	-11
COc1ccc(-c2cc(C(F)(F)F)nc(S(C)(=O)=O)n2)cc1	-30
O=C(Nc1ccccc1C(F)(F)F)C1CC(=O)N(c2ccccc2F)C1 (centres undefined)	-4
CCCCNc1cc(C)nc(NCc2ccccc2)n1	-34
CCn1cc(CN(C)C(=O)CSc2nc(-c3ccco3)cc(C(F)(F)F)n2)c(C)n1	3
CN(C(=O)Cn1nnc(-c2cccc(C(F)(F)F)c2)n1)C1CCCCC1	3
NC(=O)C1(N2CCCCC2)CCN(Cc2ccc(F)cc2)CC1	2
CCCOC(=O)Cn1c(=O)c2cc3c(=O)n(CC(=O)OCCC)c(=O)c3cc2c1=O	1
CCCOC(=O)c1ccc(NC(=O)c2cnccn2)cc1	59*
Cc1cc(=O)[nH]c(SCC(=O)Nc2ccc(S(=O)(=O)N3CCOCC3)cc2)n1	-12
C=CCn1c(SCC(=O)OCc2ccccc2)nc2c1c(=O)n(C)c(=O)n2C	-9
Cc1ccc(Cl)cc1N1CCN(CC(=O)Nc2ccc3[nH]c(=O)[nH]c3c2)CC1	2
COc1ccc(NC(C)=O)cc1NC(C)C(=O)Nc1ccc(F)c(F)c1F (centres undefined)	-2
N#CC1=C(N)Oc2n[nH]c(-c3ccccc3)c2C1c1ccsc1 (centres undefined)	0
CCOc1ccc(/C=N/n2cnnc2)cc1	-6

An excerpt from above in order of the esBAF inh value, low to high:
SMILES	esBAF inh
CCCCNc1cc(C)nc(NCc2ccccc2)n1	-34
CCOc1ccccc1N(CC(=O)NC1CCCC1)C(=O)CCCC(=O)Nc1ccccn1	-6
Cc1ccc(S(=O)(=O)N2CCN(C(=O)CC3CCCC3)CC2)cc1	-5
COc1ccc(OCCOC(=O)c2ccc(-n3cnnn3)cc2)cc1	-4

More records follow.
SMILES	esBAF inh
CCOc1ccc(/C=C/C(=O)c2c(O)c3ccccc3oc2=O)cc1	1
COc1cc(CNCCN2CCOCC2)ccc1OCc1ccccc1Cl	-4
CCCCCOCC1CC(C/C(C)=N/Nc2nc(-c3ccccc3)cs2)C(=O)O1 (centres undefined)	0
COc1ccc(Cl)cc1C(=O)NNC(=O)c1cccnc1	2
Cc1ccc(CSCCNC(=O)CSCc2ccc([N+](=O)[O-])cc2)cc1	-3
COc1ccccc1N(CC(N)=O)S(=O)(=O)c1ccc(C)cc1	1
Cc1ccc(SC(C)c2nc(-c3ccccc3)no2)cc1 (centres undefined)	18
Oc1c(CN2CCOCC2)cc(-c2ccccc2)cc1CN1CCOCC1	-5
CSc1nc(Sc2ccccc2Cl)c2ccccc2n1	-8
CCC(=O)Nc1nonc1-c1nc2ccccc2n1Cc1ccc(Cl)c(Cl)c1	-3
Brc1ccc(C2=CC(c3ccco3)n3ncnc3N2)cc1 (centres undefined)	4
Cc1ccc(OCC(=O)c2cc(C)c(C)cc2C)c([N+](=O)[O-])n1	-3
O=C(NCCCn1ccnc1)c1cccc(S(=O)(=O)Nc2ccccc2F)c1	-2
CCOC(=O)C(CC)/C(C)=N/NC(=O)c1ccccc1[N+](=O)[O-] (centres undefined)	-3
CCOc1ccc(OCC)c(S(=O)(=O)NCCCN2CCOCC2)c1	1
CSc1ccc(CCNC(=O)CSc2ccsc2[N+](=O)[O-])cc1	-7
O=C(NCc1ccco1)c1cc(-c2ccc(F)cc2)on1	0
Cc1ccc(C2=CSC3=NCCN23)c(C)c1	-3
O=C(NCCc1ccccc1)C1CCN(S(=O)(=O)c2ccc(-n3cnnn3)cc2)CC1	10
CS(=O)(=O)N(CC(=O)N1CCCCC1)C1CCCCC1	-1
COc1ccccc1NC(=O)CSc1nc(N)cc(N)n1	9
O=C(CNC(=O)c1ccco1)OCc1ccc(Cl)cc1	-6
COc1ccc(NC(=O)CCCSc2nc(-c3ccco3)cc(C(F)(F)F)n2)cc1OC	5
COc1ccc(-c2ccc(-c3noc(-c4cccs4)n3)c(OC)n2)cc1	17
Cn1c(C(=O)N2CCN(c3ccc(Cl)cc3)CC2)cc2c(=O)[nH]c3ccccc3c21	9

New compounds follow
SMILES	esBAF inh
COc1cc(NC(=O)c2cccs2)c(OC)cc1NC(=O)CCn1nnc2ccccc21	9
COCCNC(=O)CN(c1ccc(C)cc1)S(=O)(=O)c1ccccc1	-3
CC(C)NC(=O)c1ccc2c(c1)nnn2C	-8
O=C(Nc1cccc(OCC(=O)N2CCOCC2)c1)C1CCCCC1	-4
CC(=O)Oc1ccc(-c2nc(-c3cccnc3)no2)cc1	32
Cc1cc(C)n(-c2nc3c(c(=O)n(C)c(=O)n3C)n2C)n1	-1
COCCn1c(SCCCC(=O)c2ccc(Br)cc2)nnc1-c1ccncc1	-38
CN(C)C(=O)/C(C#N)=C\c1cc(Br)c(Sc2ccc(Cl)cc2)o1	3
COc1ccc(-c2c(C)oc3c(CN4CCN(CCO)CC4)c(O)ccc3c2=O)cc1OC	0
COCCn1c(=N)c(C(=O)NCCc2ccc(OC)cc2)cc2c(=O)n3cccc(C)c3nc21	2
O=S(=O)(c1cccc2cccnc12)N1CCOCC1	-8
CC(C)(C)OC(=O)N[C@@H](Cc1ccccc1)c1nnc(SCC(=O)c2ccc(Cl)cc2)o1	3
CCOC(=O)C1CCN(S(=O)(=O)Cc2ccccc2)C1=O (centres undefined)	-1
CCOC(=O)Nc1cc(C(=O)OCC)c(C)nc1C	-4
CC(=O)C1=C(O)C(=O)N(c2cccnc2)C1c1ccc(Cl)cc1 (centres undefined)	-13
COC(=O)c1ccc(C(=O)OC)c(NC(=O)CCC(=O)O)c1	-5
Cc1cc(C)n(CC(=O)NC2CCCCC2)n1	-9
Cc1cc(=O)oc(C)c1C(=O)Nc1cccc2nonc12	-2
COc1ccc(OC)c(Nc2nc(=O)c3cccnc3s2)c1	4
O=C(Nc1ccc(S(=O)(=O)Nc2nccs2)cc1)c1cc(-c2ccccc2Cl)nc2ccccc12	2
Cc1nnc(SCC(=O)N2CC(=O)Nc3ccccc32)n1C	-4
COc1ccccc1C(=O)CSc1n[nH]c(N)n1	-11
O=C(NCCCN1CCN(c2cccc(Cl)c2)CC1)c1cccc(N2CCCC2=O)c1	-5
O=C(NC1(C(F)(F)F)NC(=O)N(CC2CCCCC2)C1=O)c1ccco1 (centres undefined)	-2
COc1ccccc1OCC(=O)NNC(=O)c1cnccn1	3

Continuation.
SMILES	esBAF inh
Cc1ccc(S(=O)(=O)N2Cc3ccccc3CC2C(=O)Nc2cc(C)on2)cc1 (centres undefined)	11
CCCCNS(=O)(=O)c1ccc(NS(=O)(=O)c2c(C)cc(C)cc2C)cc1	-1
Cc1[nH]c(=O)c(C#N)c2c1CCCC2	-3
O=C(Nc1ccccc1)c1ccc(CSc2ccccn2)cc1	32
Cc1cc(NC(=O)CCC(=O)N(Cc2ccco2)C(C)(C)C(=O)NC2CCCCC2)no1	0
CCSC1=NC(=O)/C(=C2/C=Cc3ccccc3N2CC)S1	-1
CCOCCCNC(=O)c1c(C)c(C(=O)OCC)n(C)c1C	-1
Cc1nc(SCC(=O)Nc2cc(C)on2)c2c(C)c(C)sc2n1	-5
CCCCN(Cc1ccccc1)S(=O)(=O)c1ccc2[nH]c(=O)oc2c1	2
COc1ccccc1CCNC(=O)CCSc1nc(-c2ccco2)cc(C(F)(F)F)n1	-10
CCCC1C(c2ccco2)NC(c2ccco2)CC1(C)O (centres undefined)	6
COc1cccc(C2C3=C(N=C4SCC(=O)N42)c2ccccc2CC3)c1OC (centres undefined)	-3
CCOc1nc(-c2ccc(OC)cc2)ccc1-c1noc(C)n1	2
Cc1nc(NCCN2CCOCC2)c2oc3ccccc3c2n1	7
COCCn1c(N2CCN(c3ccc(OC)cc3)CC2)nc2c1c(=O)n(C)c(=O)n2C	6
CC(C)c1ccc(NC(=O)CCNS(=O)(=O)c2cccc3nsnc23)cc1	-6
Cc1cc(C)c(S(=O)(=O)NCC(=O)O)cc1C	-2
O=C(CSc1nnc(Cc2ccccc2)o1)Nc1ccc2c(c1)OCO2	8
Cc1cc(NC(=O)CSc2nnc(Nc3ccccc3)s2)no1	-4
CCOC(=O)c1c(NC(=O)c2ccnn2C)sc(C)c1C	7
Cc1ccccc1OCCCC(=O)Nc1nccs1	7
CCCCn1c(N)c(N(CCC(C)C)C(=O)CSc2nnc3ccccn23)c(=O)[nH]c1=O	-7
CSc1ccc(C(=S)N2CCN(CCO)CC2)cc1	-2
CCOC(=O)N1CCN(c2cc3nccnc3cc2F)CC1	-6
Cc1ccccc1N1CCN(Cc2c(C#N)c3ccccc3n2C)CC1	6
C=CCOC(=O)CCC(=O)Nc1cc(OC)nc(OC)n1	-4
OCCNc1nc(NCCC2=CCCCC2)nc(N2CCOCC2)n1	-8

8 records drawn at random from the list so far:
SMILES	esBAF inh
OCCNc1nc(NCCC2=CCCCC2)nc(N2CCOCC2)n1	-8
CCSC1=NC(=O)/C(=C2/C=Cc3ccccc3N2CC)S1	-1
O=C(CSc1nnc(Cc2ccccc2)o1)Nc1ccc2c(c1)OCO2	8
Cc1nc(SCC(=O)Nc2cc(C)on2)c2c(C)c(C)sc2n1	-5
CCCCN(Cc1ccccc1)S(=O)(=O)c1ccc2[nH]c(=O)oc2c1	2
O=C(Nc1ccccc1)c1ccc(CSc2ccccn2)cc1	32
CC(C)c1ccc(NC(=O)CCNS(=O)(=O)c2cccc3nsnc23)cc1	-6
CCCCn1c(N)c(N(CCC(C)C)C(=O)CSc2nnc3ccccn23)c(=O)[nH]c1=O	-7

Part of the list above in order of formula weight, high to low.
SMILES	esBAF inh
COCCn1c(N2CCN(c3ccc(OC)cc3)CC2)nc2c1c(=O)n(C)c(=O)n2C	6
CC(C)c1ccc(NC(=O)CCNS(=O)(=O)c2cccc3nsnc23)cc1	-6
OCCNc1nc(NCCC2=CCCCC2)nc(N2CCOCC2)n1	-8
Cc1ccccc1N1CCN(Cc2c(C#N)c3ccccc3n2C)CC1	6
CCOc1nc(-c2ccc(OC)cc2)ccc1-c1noc(C)n1	2
CCOC(=O)N1CCN(c2cc3nccnc3cc2F)CC1	-6
